High-throughput results as filed in PubChem.
ATG4B inh – ATG4B protease inhibitors, primary screen, biochemical, fluorescence, uHTS | 340,000 compounds, 0.51% hits | ATG4B cleavage of LC3-PLA2, NBD-HPC fluorescence, 1 h | Cysteine protease ATG4B (Homo sapiens), Q9Y4P1 | inhibition, % at 8.33 µM; in the data active = inhibition above about 40%
SENP1 FRET inh – human SENP1 catalytic domain inhibitors, primary screen, biochemical, FRET, uHTS; Sentrin-specific protease 1 (Homo sapiens), Q9P0U3; recombinant SENP1 catalytic domain, CyPet-SUMO1-YPet FRET cleavage; inhibition, % at 10 µM; 360,000 compounds, 0.21% hits;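 active = inhibition at least 30% at 10 µM, raw YFP signal under a set limit, fluorescence ratio 0.5 to 1.5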;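 note: 0% = enzyme with DMSO and 100% = no enzyme wells; some results filed as inactive read as strong as hits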
Target sequence (Q9P0U3 419-644 limits assumed): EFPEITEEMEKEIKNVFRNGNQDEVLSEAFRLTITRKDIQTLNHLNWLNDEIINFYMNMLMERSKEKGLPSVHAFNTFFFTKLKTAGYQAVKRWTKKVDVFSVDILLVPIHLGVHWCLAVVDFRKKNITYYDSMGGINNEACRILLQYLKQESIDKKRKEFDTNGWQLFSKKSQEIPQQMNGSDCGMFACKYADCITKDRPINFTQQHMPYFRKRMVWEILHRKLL
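Test system: recombinant human SENP1 catalytic domain, His6-tagged / Medium: pH 8 Tris buffer with EDTA, NaCl, BME, BSA, NP40, catalase / Also added: SUMO1 FRET substrate flanked by Cypet and Ypet, 25 nM / Times: 50 min reaction at room temperature / Signal: FRET, CFP and YFP emission / Control set: no-enzyme low control and enzyme-plus-DMSO high control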
GRIN3A LBD mod – binders of NR3A ligand-binding domain, primary screen, biophysical, differential scanning fluorimetry, uHTS; Glutamate receptor ionotropic, NMDA 3A (GRIN3A) ligand-binding domain; NR3A LBD differential scanning fluorimetry, Tm shift; 0% = protein alone, 100% = glycine-bound protein; Tm shift relative to glycine control, % at 25 µM; 340,000 compounds, 2.5% hits; AID 1259313, 2017;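 active = melting temperature shift of at least 10% of the positive control shift, at one fixed dose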
MPTP block – mitochondrial permeability transition pore inhibitors, primary screen, biochemical, isolated mouse mitochondria, absorbance. Ca2+ swelling absorbance, 30 min. AID 602449, 2012. inhibition, % at 10 µM. 360,000 compounds, 1.4% hits;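 active = inhibition of 50% or more, scaled per plate between neutral and stimulator controls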;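 note: 0% = DMSO wells given calcium and 100% = 1 mM EGTA wells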
SENP6 block – SENP6 protease inhibitors, primary screen, biochemical, luminescence, uHTS. inhibition, % at 10 µM. Recombinant SENP6 catalytic domain, aminoluciferin luminescence. 330,000 compounds, 1.8% hits. AID 2599, 2010;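 active = inhibition above about 50% at the single tested dose, limit read from the data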;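 note: plate controls were DMSO wells with enzyme for no effect and DMSO wells lacking enzyme for full effect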
hIAP activ – human IAP activators, primary screen, biochemical, luminescence, uHTS | 330,000 compounds, 0.16% hits | activation factor at 10 µM | purified human IAP, CDP-Star luminescence, 30 min; hits give high values; 1 = vehicle-only enzyme, 0 = enzyme-free background | Intestinal-type alkaline phosphatase (Homo sapiens), P09923 | AID 2524, 2010;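 active = activation factor of the enzyme at least 2-fold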; note: the source names both 10 and 20 µM as test concentration; values of inactives mirror those of a sister screen read the other way
Target sequence (P09923 whole entry, looked up): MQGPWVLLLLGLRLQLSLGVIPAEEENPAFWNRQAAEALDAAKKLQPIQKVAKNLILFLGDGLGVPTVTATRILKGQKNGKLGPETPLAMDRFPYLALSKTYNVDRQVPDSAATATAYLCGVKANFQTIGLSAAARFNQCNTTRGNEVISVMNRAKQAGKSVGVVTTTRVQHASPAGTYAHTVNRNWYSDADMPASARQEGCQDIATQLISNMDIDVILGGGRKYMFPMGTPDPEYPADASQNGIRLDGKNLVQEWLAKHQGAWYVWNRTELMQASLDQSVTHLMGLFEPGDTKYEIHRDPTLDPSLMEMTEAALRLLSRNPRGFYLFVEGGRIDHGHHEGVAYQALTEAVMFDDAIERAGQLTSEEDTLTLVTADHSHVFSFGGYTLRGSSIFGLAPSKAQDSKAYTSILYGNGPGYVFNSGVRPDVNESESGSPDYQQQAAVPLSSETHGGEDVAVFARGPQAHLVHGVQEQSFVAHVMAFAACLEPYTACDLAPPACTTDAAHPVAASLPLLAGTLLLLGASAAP
PfG6PD inh – PfG6PD enzyme inhibitors, primary screen, biochemical, fluorescence intensity, uHTS. glucose-6-phosphate dehydrogenase-6-phosphogluconolactonase (Plasmodium falciparum 3D7). PfGluPho enzyme, NADPH resazurin-diaphorase fluorescence. inhibition, % at 20 µM. 350,000 compounds, 0.78% hits;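 active = inhibition reaching at least a set limit at 20 µM in the primary screen, cut at about 59% in these data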;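 note: 0% = DMSO wells with substrate and 100% = DMSO wells lacking glucose-6-phosphate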
SENP8 inh – human SENP8 protease inhibitors, primary screen, biochemical, fluorescence, Nedd8 protein substrate, uHTS | Sentrin-specific protease 8 (Homo sapiens), Q96LD8 | recombinant SENP8 | inhibition, % at 20 µM | 360,000 compounds, 0.64% hits | AID 602440, 2012; in the data active = inhibition mostly above about 40%, no sharp cut-off; inactive = mostly below about 27%
Target sequence (Q96LD8 whole entry, looked up): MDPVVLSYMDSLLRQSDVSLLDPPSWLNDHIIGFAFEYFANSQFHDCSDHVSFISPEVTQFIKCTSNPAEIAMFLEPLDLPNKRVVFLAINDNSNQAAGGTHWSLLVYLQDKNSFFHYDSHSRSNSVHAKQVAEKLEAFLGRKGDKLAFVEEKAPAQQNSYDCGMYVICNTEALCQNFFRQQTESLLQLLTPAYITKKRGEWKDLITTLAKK
* marks the source's active call; other numbers are inactive results; i = inactive; x = no result given.

Results follow in this order: SENP1 FRET inh	GRIN3A LBD mod	MPTP block	ATG4B inh	SENP6 block	SENP8 inh	hIAP activ	PfG6PD inh
Cc1ccc(-c2cc(-c3ccccc3)c(C#N)c(Br)n2)cc1
  1.2	1.3	0.4	-5.5	0.0	-21.2	0.86	5.4
CC(C)CN1C(=O)C(=O)N(CC(=O)c2ccc3c(c2)CCCC3)C1=O
  0.3	0.4	-1.6	-1.5	-11.5	1.5	1.06	3.0
CCS(=O)(=O)n1nc(-c2ccccc2)nc1N
  1.6	-1.7	-1.6	-2.3	-10.8	13.8	1.14	-9.9
O=C(N/N=C/c1ccc(Cl)cc1)c1ccc2c(c1)OCO2
  2.1	-0.5	0.5	-0.4	3.2	11.5	1.04	-14.7
CCOC(=O)C1=C(COC(=O)c2ccccc2OC)NC(=O)NC1C (stereo not given)
  3.0	-0.9	-0.5	-5.2	8.1	1.8	1.07	9.5
CC(=O)c1ccc(N2CCN(S(=O)(=O)c3cc4[nH]c(=O)c(=O)[nH]c4cc3C)CC2)cc1
  1.6	-6.1	-2.2	-6.7	1.1	-131.1	0.896	17.7
CC1CCc2sc(NC(=O)C3CC(Cl)=CCC3C(=O)O)c(C#N)c2C1 (stereo not given)
  2.2	-2.7	0.9	8.7	1.7	15.3	1.04	-29.1
CCOC(=O)c1c(NC(=O)CSc2nc3ccccc3[nH]2)sc2c1CC(C)(C)NC2(C)C
  -7.2	-1.0	-1.8	-25.9	-9.7	5.5	1.13	10.9
Fc1cccc(-n2c(-c3ccco3)nc3nc4ccccc4nc32)c1
  -42.8	-0.1	9.3	2.8	-1.6	i	0.911	-10.1
Cc1c(NC(=O)CSc2ccc(Cl)cc2)c(=O)n(-c2ccccc2)n1C
  2.4	-4.9	0.3	-6.3	-2.5	8.4	0.984	-6.4

Overlap with the part before: two compounds; new compounds follow.
Results follow in this order: SENP1 FRET inh	GRIN3A LBD mod	MPTP block	ATG4B inh	SENP6 block	SENP8 inh	hIAP activ	PfG6PD inh
Fc1cccc(-n2c(-c3ccco3)nc3nc4ccccc4nc32)c1
  -42.8	-0.1	9.3	2.8	-1.6	i	0.911	-10.1
Cc1c(NC(=O)CSc2ccc(Cl)cc2)c(=O)n(-c2ccccc2)n1C
  2.4	-4.9	0.3	-6.3	-2.5	8.4	0.984	-6.4
Nc1ccc(NS(=O)(=O)c2ccccc2)cc1
  -0.1	0.9	-1.0	-4.8	6.6	5.1	1.21	14.2
COC(=O)CCC(=O)OC1(C)C(=O)C2=CN(c3ccc(OC)cc3)C(c3ccc(OC)cc3)=CC2=C(Br)C1=O (stereo not given)
  -32.0	-1.6	0.7	2.7	23.7	-47.0	0.741	71.1*
COC(=O)c1cc(C)[nH]c2c(C)cc3nc4ccccc4c3c12
  -25.7	8.8	1.4	6.2	1.4	-310.5	1.09	71.3*
CCN(CC)c1ccc(NC(=O)COC(=O)COc2ccccc2[N+](=O)[O-])cc1
  4.9	-21.2	-0.1	10.2	-16.0	13.9	0.99	25.4
c1ccc(Cc2cc[n+](Cc3ccccc3)cc2)cc1
  0.1	-1.1	0.0	-3.7	-5.2	21.0	0.982	-9.4
CC(OC(=O)c1ccc(F)cc1)C(=O)Nc1nc(-c2cccc([N+](=O)[O-])c2)cs1 (stereo not given)
  1.6	-7.1	0.0	12.2	-11.8	21.7	0.768	-10.9
Cc1ccc(CNc2nc(-c3cccnc3)nc3ccccc23)cc1
  -1.4	-10.6	-1.4	-3.9	-9.8	-37.5	0.845	34.5
O=C(O)CCN1CCOCC1
  -0.8	-2.3	-3.0	-1.0	-9.3	24.8	1.13	-7.9
COC(=O)c1ccc(NS(=O)(=O)c2ccc(OC)cc2)cc1
  0.8	2.3	0.8	0.2	-6.6	13.4	0.858	-16.1
Cc1ccc(CNC(=O)C2(S(=O)(=O)c3ccccc3)CC=CC2)cc1
  1.0	-1.6	-0.9	6.2	-1.2	11.1	0.946	-6.1
O=S(=O)(c1ccc(SCCOc2cccc(Br)c2)nc1)N1CCCC1
  0.1	-0.1	0.0	-11.6	-8.2	5.8	0.917	17.4
CCCCn1cc(SCC(=O)O)c2ccccc21
  -1.2	0.8	1.2	-13.9	10.6	17.7	0.845	-12.6
CCOC(=O)n1c(=O)oc2cc(S(=O)(=O)N3CCCCC3)ccc21
  0.2	0.3	-0.9	7.8	-16.2	3.3	0.785	-22.4
CCCC(=O)N(CCN1CCOCC1)c1nc2ccc(OCC)cc2s1
  1.6	-6.3	-0.2	-9.7	-4.2	10.8	1.26	9.5
CCC(OC(=O)c1cc2sccc2n1C)C(=O)NCC1CCCO1 (stereo not given)
  0.9	-1.5	0.6	-2.9	-26.4	-2.3	1.09	-9.2
CCOc1ccc(S(=O)(=O)Nc2cccc(C)c2)c2cccnc12
  1.8	-3.0	-0.9	-1.5	-9.8	0.2	1.22	-16.2
CCOC(=O)N1CCC(NS(=O)(=O)c2ccc(NC(C)=O)c(Cl)c2)CC1
  3.1	-0.7	23.6	-3.5	-5.3	8.2	1.01	-8.6
CS(=O)(=O)N(Cc1ccccc1Cl)c1ccc(C(=O)N2CCCC2)cc1
  -0.6	0.0	-0.5	-1.6	29.5	17.7	1.06	-8.1
OC(c1ccccc1)C(NCc1ccccc1)c1ccccc1 (stereo not given)
  0.2	x	0.5	x	x	15.1	x	4.3
COc1cc(CNCCO)ccc1OCC(=O)Nc1ccc(Br)cc1
  -0.4	-1.8	59.3*	7.0	3.4	8.5	0.92	-9.1
COC(=O)C1C(=O)NCC1c1ccc(OC)cc1 (stereo not given)
  1.1	-0.8	1.1	-6.1	-11.7	12.2	0.838	-1.2
CC(C)CCNC(=O)CN(CC1CCCO1)C(=O)CCC(=O)Nc1nccs1 (stereo not given)
  -0.5	-1.7	0.4	-1.5	-3.3	19.6	1.24	-9.8
CNC(=O)Cc1nc2ccccc2n1CC(=O)Nc1cc(C)cc(C)c1
  -11.3	-1.7	-4.1	2.2	-0.9	-46.0	1.1	-15.2
C#CCOCCOCCOCCNc1nc(N2CCN(C(=O)C([C@@H](C)CC)n3cc(C(N)COC(=O)C(F)(F)F)nn3)CC2)nc(N2CCN(C(=O)[C@H](Cc3cc4ccccc4[nH]3)n3cc(C(N)CO)nn3)CC2)n1 (stereo not given in full)
  x	-1.4	x	-7.2	-9.4	x	1.05	27.2
COCCCNCCOCCOc1c(OC)cccc1OC
  3.7	0.8	-1.6	0.6	-3.7	8.4	0.997	-17.9
O=S(=O)(c1ccccc1)N1CCC(O)(CSc2ccc(Cl)cc2)CC1
  -0.1	-14.1	98.0*	4.2	-0.9	12.1	0.92	-6.4
COc1ccc(C2CC(=O)CC(=O)C2n2cncn2)cc1 (stereo not given)
  -3.8	0.6	2.3	-3.7	-9.1	8.8	1.19	-6.9
O=C(NC1CCCCC1c1ccccc1)c1ccccc1 (stereo not given)
  -0.2	-2.8	-0.5	6.2	x	12.9	x	-4.4
COc1ccc(CCNC(=O)COc2ccc(S(=O)(=O)NC(C)C)cc2Cl)cc1OC
  -0.8	-4.2	22.4	-21.7	-0.3	19.9	1.02	-13.7
CC(=O)NNC(=O)c1csc(Cc2c(Cl)sc3ccc(Cl)cc23)n1
  0.2	-1.1	2.8	-0.1	-7.1	20.5	1.15	-15.2
CC(C)SCC(=O)Nc1ncc2c(n1)-c1ccccc1CC2
  -53.7	-2.1	-0.1	-2.3	-5.7	-200.7	0.934	0.8
O=C(O)CCc1ccc(-c2ccccc2)n1NC(=O)c1sc2ccccc2c1Cl
  0.5	2.3	-1.2	1.5	-4.5	1.4	1.03	-44.2
Cc1nc2ccc([N+](=O)[O-])cc2s1
  1.4	-2.7	-2.8	-3.4	-5.9	11.8	0.926	8.2
S=C(NCCCn1ccnc1)Nc1cccc(Cl)c1
  -0.5	-2.0	0.9	4.5	3.3	14.8	1.14	-9.2
CCNC(=O)C/C(C)=N/NC(=O)C12CC3CC(CC(C3)C1)C2
  0.4	-0.1	-0.4	-1.7	-7.0	17.4	1.17	6.2
O=C(Cc1ccccc1[N+](=O)[O-])NCc1ccc(Cl)cc1
  1.3	4.5	-3.4	1.4	-14.5	23.3	1.02	13.4
Nc1nnc(SCC(=O)N2CCc3ccccc3C2)s1
  1.3	0.0	-0.9	2.0	-16.0	8.9	1.07	-10.2
CC(C)C(=O)Nc1cccc(C(=O)Nc2nncs2)c1
  0.9	0.5	-1.4	-12.5	-5.8	25.1	0.935	7.7
CN(C)c1ccc(NS(=O)(=O)c2ccc(Cl)cc2)cc1
  0.8	-0.1	1.5	-8.7	1.6	12.1	0.93	22.0
C=CCOc1cccc(C2/C(=C(/O)c3ccccc3)C(=O)C(=O)N2CCN2CCOCC2)c1 (stereo not given)
  -4.1	2.0	-0.2	-15.6	6.7	19.4	1.06	7.0
C(=C\c1ccccc1)/CN1CCN(c2ncnc3c2oc2ccccc23)CC1
  -4.0	0.3	95.0*	-4.9	7.1	-2.5	0.946	21.3
O=C1OCc2ccc(NC(=O)C3CCCCC3)cc21
  0.6	0.8	0.3	1.1	-9.4	12.4	1.15	14.3
CCN(CC)CCNC(=O)c1cc(-c2ccco2)nc2ccccc12
  0.8	-2.6	-1.9	12.2	-18.7	-439.6	0.914	21.1
Cc1cnc(C(=O)N2CCCC(N3CCN(c4ccccc4C)CC3)C2)cn1 (stereo not given)
  -0.3	3.2	-0.5	-2.8	-2.3	9.5	0.968	1.0
Cc1ccc(C(=O)NCCc2nnc(SCC(=O)Nc3cccc(C(=O)O)c3)n2C)cc1
  1.5	0.4	-1.3	-5.0	10.0	10.5	1.19	10.5
CCOc1nc2ccccc2cc1/C=C/C(=O)O
  -48.1	-1.1	-0.6	1.6	-28.8	-266.2	1.02	-5.8
CCS(=O)(=O)Nc1ccc(C2=NN(C(=O)c3ccccc3)C(c3cccs3)C2)cc1 (stereo not given)
  2.3	-5.2	-1.5	-9.3	-10.5	3.1	1.17	2.7
O=c1oc2ccccc2c(Nc2ccc3ncccc3c2)c1[N+](=O)[O-]
  4.8	-8.3	5.7	4.1	-14.3	-8.3	0.96	6.7
COc1cccc(OCC(O)CN2CCN(c3ccccn3)CC2)c1 (stereo not given)
  3.0	0.3	-1.3	-1.7	-15.3	13.3	1.01	-10.0
OCCN(CCO)c1nc(-c2ccccc2)nc2c1oc1ccccc12
  1.7	-2.2	0.3	-11.6	-40.6	-87.1	1.13	7.0
COCCNC(=O)C(c1ccccc1)N(CCOC)C(=O)Cn1nnc2ccccc21 (stereo not given)
  3.2	1.0	-1.5	-10.6	-9.3	28.5	0.918	-6.3
CC1CN(S(=O)(=O)c2ccc(C(=O)N3c4ccccc4CC3C)cc2)CC(C)O1 (stereo not given)
  -0.2	-0.1	-0.2	0.1	10.7	13.1	0.855	-1.8
CN(Cc1cnn(-c2ccc(F)cc2)c1)Cc1nc(Cc2ccccc2)no1
  2.1	-1.2	-0.3	-9.1	-7.9	5.6	0.917	-6.8
